Screening data deposited in PubChem BioAssay by National Center for Advancing Translational Sciences (NCATS).
RXFP1 antagonist: RXFP1 (human) relaxin receptor antagonism. activity change, negative = inhibition, % at 57.5 µM. Q9HBX9. HEK293-RXFP1, relaxin-stimulated cAMP HTRF, 30 min; stronger effect = lower value. hit rate 0.59% among 350,000. AID 1259400;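 active = activity change of -60% or lower, but not beyond a set lower limit; inconclusive = change between -60% and -40%, or beyond the set limit; inactive = change above -40%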; note: % is set by controls: 0 for no effect and ±100 for the full control effect
D2 potentiator: positive allosteric modulators of human D2 dopamine receptor. hit rate 0.34% among 340,000. P14416. potentiation, % at 10 µM. HEK293 T-REx D2, calcium flux, EC20 dopamine potentiation;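 active = potentiation over 3 SD above the plate norm, cut at about 30% in these data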; note: 0% is about no effect
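Calcium flux readout, no-wash dye, 1 read/s. Inducible HEK293 Trex D2 line, overnight 30 C. Compound alone 180 s (agonist flags), then EC20 dopamine, another 180 s to score potentiation.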
D2 antagonist: antagonizes the human D2 dopamine receptor; inhibition, % at 10 µM; HEK293 TREx D2 cells, calcium flux, dopamine EC80; AID 485344; P14416; hit rate 2% among 340,000; in the data active = inhibition above about 30%; note: 0% is about no effect
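Tetracycline-induced HEK293 T-REx cells expressing D2 force-coupled to calcium signalling were dye-loaded, exposed to compound for 180 s, then challenged with an EC80 of dopamine; calcium flux was followed kinetically for a further 180 s.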
TRHR ag: TRH receptor (human) agonism; TRHR cells, calcium flux fluo-8, FDSS agonist mode; hit rate 0.18% among 360,000; P34981; activation, % at 2 µM; note: 0% is about no effect
Target sequence (P34981 whole entry, looked up): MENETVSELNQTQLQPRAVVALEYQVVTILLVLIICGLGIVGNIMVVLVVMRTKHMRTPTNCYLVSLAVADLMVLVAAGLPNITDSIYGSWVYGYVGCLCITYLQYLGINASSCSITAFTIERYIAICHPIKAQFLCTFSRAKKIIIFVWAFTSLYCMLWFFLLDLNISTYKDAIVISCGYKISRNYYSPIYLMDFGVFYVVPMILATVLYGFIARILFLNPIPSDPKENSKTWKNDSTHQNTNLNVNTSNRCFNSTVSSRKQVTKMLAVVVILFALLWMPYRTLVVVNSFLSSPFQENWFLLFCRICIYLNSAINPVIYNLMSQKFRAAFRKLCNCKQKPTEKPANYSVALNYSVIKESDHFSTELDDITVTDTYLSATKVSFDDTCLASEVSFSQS
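Steps: seed TRHR cells overnight; add fluo-8 no-wash Ca dye, RT 30 min–1.5 h; record 10 s baseline; pin-transfer compounds; monitor fluorescence 1 cycle/s for the agonist window. Calcium increases flag candidate agonists.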
D1 agonist: activates the human D1 dopamine receptor | activation, % at 2 µM | AID 504660 | hit rate 1% among 360,000 | P21728 | HEK293 T-REx D1 cells, calcium flux, agonist mode; note: 0% is about no effect
Target sequence (P21728 whole entry, looked up): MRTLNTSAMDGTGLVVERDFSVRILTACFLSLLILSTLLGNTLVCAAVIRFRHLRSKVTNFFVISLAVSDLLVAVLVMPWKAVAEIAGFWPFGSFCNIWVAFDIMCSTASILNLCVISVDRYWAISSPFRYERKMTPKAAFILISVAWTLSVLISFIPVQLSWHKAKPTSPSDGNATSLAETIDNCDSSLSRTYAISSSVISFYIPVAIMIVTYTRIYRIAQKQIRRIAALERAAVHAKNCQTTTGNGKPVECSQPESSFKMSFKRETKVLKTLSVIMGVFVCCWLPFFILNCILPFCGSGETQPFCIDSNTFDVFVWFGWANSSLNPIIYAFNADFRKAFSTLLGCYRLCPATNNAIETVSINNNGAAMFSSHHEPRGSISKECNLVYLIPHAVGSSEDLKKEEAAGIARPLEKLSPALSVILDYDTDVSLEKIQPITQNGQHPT
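Agonism was scored from calcium flux recorded over 180 s (1 read/s) after pintool compound addition, following a 10-cycle baseline. Cells were inducible force-coupled HEK293 TREx D1, plated overnight at 30 C and loaded with no-wash calcium dye.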
D1 antag: blocks dopamine activation of the human D1 receptor. P21728. HEK293 TREx D1 cells, calcium flux, dopamine EC80; stronger effect = lower value. activity change, negative = inhibition, % at 10 µM. hit rate 3.2% among 360,000. AID 504652; in the data active = activity change below about -30%; note: % is set by controls: 0 for no effect and ±100 for the full control effect
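HEK293 T-REx cells expressing inducible, force-coupled D1 receptor; no-wash Ca dye, 30–90 min RT. Cmpd → 180 s read at 1 Hz → EC80 DA → 180 s read.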
D2 agonist: agonists of human D2 dopamine receptor; HEK293 T-REx D2 cells, calcium flux agonist mode; hit rate 0.53% among 340,000; activation, % at 2 µM; P14416;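 active = activation over 3 SD above normal in the single-dose calcium agonist read, cut at about 30% in these data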; note: 0% is about no effect
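Tetracycline-induced HEK293 Trex cells with D2 receptor force-coupled to calcium signaling, plated overnight at 30 C and loaded with no-wash calcium dye. Calcium flux read kinetically for 180 s after compound addition; responses flag agonists.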
TRHR PAM: allosteric enhancers of human TRH receptor. TRHR cells, fluo-8 calcium fluorescence, EC20 TRH enhancement. enhancement, % at 2 µM. hit rate 0.66% among 360,000; in the data active = enhancement above about 30%; note: 0% is about no effect
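TRHR-expressing cells loaded with fluo-8 calcium dye were read kinetically (ex 480/em 530) during compound addition, then stimulated with an EC20 of TRH (10 nM final). Enhancement of the Gq-mediated intracellular calcium response was scored.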
D1 potentiator: human D1 dopamine receptor positive modulation. potentiation, % at 10 µM. HEK293 TREx D1 cells, calcium flux, dopamine EC20 potentiation. hit rate 0.036% among 360,000. AID 504651; in the data active = potentiation above about 30%; note: 0% is about no effect
An asterisk follows results filed as active; ? = inconclusive; . = not tested or not shown; & = joins results of further samples. Cut-off read from the data, not from the text of the source, unless noted: active = activation above about 30%; inactive = the rest. No enrichment for hits (roughly 7.3% active in at least one column).

SMILES	RXFP1 antagonist	D2 potentiator	D2 antagonist	TRHR ag	D1 agonist	D1 antag	D2 agonist	TRHR PAM	D1 potentiator
O=C(O)CC/C(=N/NC(=O)CNC(=O)Cc1ccccc1)c1ccccc1	3	-3	-9	0.0	3	-10	-1.5	1	8
c1ccc(CSc2nnc([C@@H]3CCCN3)o2)cc1	0	-4	-3	0.2	2	4	-0.7	-2	4
CCOCCOC(=O)c1ccc2c(c1)N(Cc1ccccc1C#N)C(=O)c1ccccc1S2(=O)=O	.	0	.	-0.3	7	12	-0.1	-4	-2
COc1ccc(-c2cc(-c3ccccc3)nc(Cl)n2)cc1OC	-22	5	5	0.5	8	0	-0.9	-3	3
CC(Sc1nc2ccccc2s1)C(=O)c1c(N)n(C)c(=O)n(C)c1=O (stereo not drawn)	2	1	19	-0.1	9	-42*	-0.6	-4	-1
O=c1c2oc3ccccc3c2n(Cc2ccc(Cl)cc2)c(=O)n1Cc1ccco1	-10	6	.	-1.5	5	-7	-0.5	4	-1
CC1CCC(Nc2nc3c(-c4ccc(Cl)cc4)nnn3c3ccccc23)CC1 (stereo not drawn)	.	-1	.	0.9	0	8	0.8	6	0
CCOc1ccc(NC(=O)COc2ccc(OC)cc2)cc1	-5	-2	11	-1.7	1	-19	-0.7	-1	-8
O=C(Nc1ccnn1C1CCN(C(=O)c2ccccc2C(F)(F)F)CC1)C1CC1	-5	.	.	0.3	4	17	.	-3	-9
Cc1cc(C)c2cc(CN(CCO)Cc3nnnn3Cc3ccc(F)cc3)c(=O)[nH]c2c1	.	-1	-2	-0.2	0	-16	-0.1	-4	0

Of the compounds above, three contain a Cl atom.
SMILES	RXFP1 antagonist	D2 potentiator	D2 antagonist	TRHR ag	D1 agonist	D1 antag	D2 agonist	TRHR PAM	D1 potentiator
COc1ccc(-c2cc(-c3ccccc3)nc(Cl)n2)cc1OC	-22	5	5	0.5	8	0	-0.9	-3	3
O=c1c2oc3ccccc3c2n(Cc2ccc(Cl)cc2)c(=O)n1Cc1ccco1	-10	6	.	-1.5	5	-7	-0.5	4	-1
CC1CCC(Nc2nc3c(-c4ccc(Cl)cc4)nnn3c3ccccc23)CC1 (stereo not drawn)	.	-1	.	0.9	0	8	0.8	6	0

The results go on:
SMILES	RXFP1 antagonist	D2 potentiator	D2 antagonist	TRHR ag	D1 agonist	D1 antag	D2 agonist	TRHR PAM	D1 potentiator
CCOc1cc(N2CCOCC2)c(OCC)cc1NC(=O)COC(=O)c1cc(C)cc(C)c1	-8	3	-19	0.3	1	5	0.8	-6	-8
Cn1c(SCC(=O)N2CCCCCC2)nc2c(c1=O)SCC2	0	4	0	-0.5	0	1	-0.5	-1	-1
Cc1cc(NC(=O)CCc2nc3cccnc3n2Cc2cccs2)ccc1Br	-23	-11	.	0.5	1	-1	1.2	4	2
Cc1ccccc1Nc1nc2ccccc2s1	.	7	-1	0.1	37*	12	0.2	9	-8
CC(C)CC(=O)Nc1nnc2n1CCS2	.	7	.	0.4	0	1	1.2	0	-6
CCC(=O)c1cn(CC(=O)Nc2ccc(C)cc2C)c2ccccc12	-1	-3	6	0.1	4	-10	0.3	0	9
Cc1ccc(/C=N/n2c(COc3ccccc3)n[nH]c2=S)o1	3	1	-8	-1.7	4	19	-0.8	-3	7
CCOC(=O)c1c(S(=O)(=O)NCC(=O)NCc2ccccc2Cl)c(C)n(C)c1C	-9&2	-2&-10	3	-0.6&-0.5	1&0	1&21	-0.2&0.2	-4&2	-3&2
O=C(O)CSCC(=O)Nc1ccc(S(=O)(=O)N2CCCCC2)cc1	-11	-10	0	0.2	2	2	0.9	3	-5
O=C(NCCCN1CCCC1)C1CCC(=O)N1C1CCCCC1 (stereo not drawn)	-8	-1	-4	-0.7	-1	13	-0.1	6	2
O=C(Cn1cnc2c(nnn2-c2cccc(Cl)c2)c1=O)N1CCOCC1	9	17	-5	-1.1	5	-11	-1.6	6	-2
Cc1onc(-c2ccccc2)c1C(=O)c1c[nH]c(C(=O)NCCCN2CCOCC2)c1	-8	1	-16	0.1	0	2	5.6	9	-2
Cc1cc(C)cc(NC(=O)C(=O)NCC2CCCN2S(=O)(=O)c2cccs2)c1 (stereo not drawn)	-10	8	10	1.2	2	11	-0.9	-2	0
O=C(c1ccc(Cl)cc1)C1CCCN(Cc2cccn2-c2ccccn2)C1 (stereo not drawn)	-24	-6	-8	1.5	7	9	0.8	-11	-4
CCOc1ccc(CC2c3cc(OCC)c(OCC)cc3CCN2C(=O)c2cc(OC)c(OC)c(OC)c2)cc1OCC (stereo not drawn)	4	4	-3	-0.8	4	6	-1.2	1	-8
Cc1ccc(N2CCN(S(=O)(=O)c3ccc4oc(=O)c5ncn(C)c5c4c3)CC2)c(C)c1	15	1	.	-0.9	0	-9	-1.1	5	-2
O=C(CSCc1c(Cl)cccc1Cl)Nc1ccc2c(c1)OCO2	1	-13	24	0.9	8	-10	-0.4	-10	-6
CCN(CC)C(=O)Cn1cc(C(=O)C(=O)NCc2cccnc2)c2ccccc21	4	9	13	0.4	1	8	0.2	2	2
COc1cc(NC(=O)NCCN2CCN(c3ccccc3)CC2)cc(OC)c1OC	-3&-11	-31&-23	76*	0.8&0.1	0&1	-4&-20	75*	3&3	-7&-4
O=C(NCCc1csc(-c2ccc(F)cc2)n1)c1ccc(Br)o1	?	4	.	-0.5	-2	-9	-2.0	5	-3
CCOc1ccc(N2C(=O)C3C(c4ccccc4)=NN(c4ccccc4)C3C2=O)cc1 (stereo not drawn)	-6	-4	7	0.6	4	-6	0.1	6	0
COc1ccccc1Cn1nnc2c(=O)[nH]c(C3CCN(C(=O)c4ccc(F)cc4)CC3)nc21	2	5	4	-1.5	2	5	0.1	-3	-9
COc1ccc(NC(=O)c2cc(S(=O)(=O)Nc3ccc(OC)cc3)cs2)cc1	-5	0	-12	-0.8	3	-4	0.2	-4	-11
COc1cc(-c2noc(C3CCCN(S(=O)(=O)c4cccc(Cl)c4)C3)n2)cc(OC)c1OC (stereo not drawn)	12	-4	3	-0.7	2	-19	0.1	-1	-1
CN(CC(=O)Nc1cccc(F)c1)C(=O)CCNC(=O)c1ccc(Br)cc1	1	0	1	-0.4	0	9	0.0	0	3
Cc1ccc(C2=NC3(CCCCC3)N=C2SCC(=O)Nc2ccc3c(c2)OCCO3)cc1	.	5	2	-0.5	1	-8	-1.2	6	0
CCOC(=O)CN(C(=O)COc1nc(C)cc(C)c1C#N)c1ccc(Cl)cc1	2	-15	.	0.4	1	0	.	1	0
CC1CN(C(=O)c2cc3cc(Br)ccc3[nH]2)CC(C)O1 (stereo not drawn)	0	7	-13	0.2	0	-1	-0.5	0	5
O=c1cc(-c2ccco2)nc(-c2cccs2)o1	7	.	.	0.2	1	-6	.	2	-1
S=c1nc(NCc2cccc(Cl)c2)c2ccccc2[nH]1	?	1	-26	1.5	10	2	0.6	0	-4

Reprinted from the listing, 6 compounds:
SMILES	RXFP1 antagonist	D2 potentiator	D2 antagonist	TRHR ag	D1 agonist	D1 antag	D2 agonist	TRHR PAM	D1 potentiator
CCOc1ccc(N2C(=O)C3C(c4ccccc4)=NN(c4ccccc4)C3C2=O)cc1 (stereo not drawn)	-6	-4	7	0.6	4	-6	0.1	6	0
COc1ccccc1Cn1nnc2c(=O)[nH]c(C3CCN(C(=O)c4ccc(F)cc4)CC3)nc21	2	5	4	-1.5	2	5	0.1	-3	-9
COc1ccc(NC(=O)c2cc(S(=O)(=O)Nc3ccc(OC)cc3)cs2)cc1	-5	0	-12	-0.8	3	-4	0.2	-4	-11
COc1cc(-c2noc(C3CCCN(S(=O)(=O)c4cccc(Cl)c4)C3)n2)cc(OC)c1OC (stereo not drawn)	12	-4	3	-0.7	2	-19	0.1	-1	-1
CN(CC(=O)Nc1cccc(F)c1)C(=O)CCNC(=O)c1ccc(Br)cc1	1	0	1	-0.4	0	9	0.0	0	3
Cc1ccc(C2=NC3(CCCCC3)N=C2SCC(=O)Nc2ccc3c(c2)OCCO3)cc1	.	5	2	-0.5	1	-8	-1.2	6	0

The list goes on.
SMILES	RXFP1 antagonist	D2 potentiator	D2 antagonist	TRHR ag	D1 agonist	D1 antag	D2 agonist	TRHR PAM	D1 potentiator
Cc1ccc(N2CCN(S(=O)(=O)c3nnc(NC(=O)c4ccc(C(C)C)cc4)s3)CC2)cc1	-18	-21	.	0.1	2	-7	-0.1	8	-5
COCCNC(=O)/C(C#N)=C/c1c(N2CCN(C)CC2)nc2ccccn2c1=O	-6	-1	-6	0.9	0	8	0.4	4	-5
COc1ccc(CCn2cc(C#N)c(=O)[nH]c2=O)cc1OC	-5	-10	4	0.6	0	20	-0.2	38*	-3
Cn1c(CO)cnc1SCC(=O)c1ccc(Br)cc1	-28	-2	4	0.4	1	-16	-0.5	-6	-6
Cc1cccc(NC(=O)C2CCN(C(=O)NC3CCCCC3)CC2)c1	-4	.	16	0.4	2	-8	-2.8	-8	-9
Oc1ccc2ccccc2c1N=Nc1ccccc1F	-1	5	10	0.1	4	11	-1.5	-7	-2
CCN(CC)C(=O)Cn1cc(C(=O)C(=O)NCC2COc3ccccc3O2)c2ccccc21 (stereo not drawn)	-15	-5	-2	-0.3	-1	3	-0.1	-8	-1
COc1ccc(N2C(=O)CSC23CCC(C(C)(C)C)CC3)cc1 (stereo not drawn)	-9	-4	-24	0.9	2	9	0.7	-5	6
COc1ccc(NC(=O)CNC(=O)c2nn(-c3ccc(OC)c(OC)c3)c(=O)c3ccccc23)c(OC)c1	39	-2	5	-0.5	-4	6	0.4	-1	4
COc1cccc2cc(C(=O)Nc3ccccc3C)/c(=N/NS(=O)(=O)c3ccccc3)oc12	-5	-7	16	-0.9	1	3	0.2	7	-6
Cc1cc(C)nc(SCc2cccc(C(=O)O)c2)n1	-1	1	0	1.3	3	5	0.2	10	-4
O=C(CSc1nccn1Cc1ccc(Cl)cc1)NC1CCCC1	12	14	.	0.4	1	3	-1.2	1	-3

Arranged by value in D1 antag (ascending): some entries from above.
| Molecule | RXFP1 antagonist | D2 potentiator | D2 antagonist | D1 agonist | D1 antag | TRHR PAM | D1 potentiator |
| --- | --- | --- | --- | --- | --- | --- | --- |
| Cc1ccc(N2CCN(S(=O)(=O)c3nnc(NC(=O)c4ccc(C(C)C)cc4)s3)CC2)cc1 | -18 | -21 | . | 2 | -7 | 8 | -5 |
| O=C(CSc1nccn1Cc1ccc(Cl)cc1)NC1CCCC1 | 12 | 14 | . | 1 | 3 | 1 | -3 |
| COCCNC(=O)/C(C#N)=C/c1c(N2CCN(C)CC2)nc2ccccn2c1=O | -6 | -1 | -6 | 0 | 8 | 4 | -5 |
